Source: PubChem BioAssay (Sanford-Burnham Center for Chemical Genomics)
NR3A LBD binder – NR3A (human) ligand-binding domain modulation; 2.5% of 340,000 active; AID 1259313; Tm shift relative to glycine control, % at 25 µM; NR3A LBD differential scanning fluorimetry, Tm shift; 0% = protein alone, 100% = glycine-bound protein;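 active = melting temperature shift of at least 10% of the positive control shift, at one fixed dose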
TIM10 inh – growth inhibitors of TIM10 yeast strain; S. cerevisiae TIM10 strain growth, BacTiter-Glo luminescence, 24 h; inhibition, % at 10 µM; 1.4% of 330,000 active;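 active = inhibition of 40% or more at the single tested concentration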;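 note: wild-type TIM10 isogenic control strain grown at permissive 25 °C; 0% = DMSO yeast wells and 100% = minimal medium wells without yeast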
NLRP3 yeast inh – inhibitors of NALP3 inflammasome in yeast. inhibition, % at 10 µM. 0.39% of 330,000 active. AID 2825. Yeast reconstituted NLRP3/ASC/caspase-1, beta-gal luminescence, 24 h;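 active = inhibition of 50% or more; inactive = inhibition below 50%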;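 note: plate controls were induced DMSO wells for no effect and uninduced yeast grown without galactose for full effect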
tim23-1 inh – tim23-1 yeast growth inhibition. 1.3% of 330,000 active. S. cerevisiae tim23-1 growth, BacTiter-Glo luminescence, 24 h. inhibition, % at 20 µM;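 active = growth inhibition of the mutant yeast at or above 50%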;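 note: temperature-sensitive mutant grown at 25 °C; plate controls were DMSO-treated mutant yeast for no effect and medium wells lacking yeast for full effect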
APJ agonist – agonists of human APJ apelin receptor; 0.11% of 330,000 active; CHO-K1 APJ PathHunter beta-arrestin, luminescence; 0% DMSO wells, 100% apelin; activation, % at 20 µM; AID 2520;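 active = activation more than six SD over the plate average, tested at 20 µM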;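 note: 0% = DMSO alone and 100% = apelin-13 at 10 nM; some results filed as inactive read as strong as hits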
Target sequence (P35414 whole entry, looked up): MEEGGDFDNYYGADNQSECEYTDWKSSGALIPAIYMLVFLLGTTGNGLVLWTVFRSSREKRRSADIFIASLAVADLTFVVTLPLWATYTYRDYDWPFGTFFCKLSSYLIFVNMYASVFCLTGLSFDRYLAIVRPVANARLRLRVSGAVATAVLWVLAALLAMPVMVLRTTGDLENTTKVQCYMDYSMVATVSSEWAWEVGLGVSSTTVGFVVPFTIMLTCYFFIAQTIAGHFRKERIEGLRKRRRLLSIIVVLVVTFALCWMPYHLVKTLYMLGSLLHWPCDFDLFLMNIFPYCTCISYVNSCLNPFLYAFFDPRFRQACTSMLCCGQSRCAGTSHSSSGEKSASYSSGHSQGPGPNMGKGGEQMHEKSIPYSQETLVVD
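system = engineered CHO-K1 APJ arrestin reporter cells | input = 1000 cells per well | timing = overnight seeding, 90 min compound at 25 °C, 1 h detection | measured by = enzyme-fragment complementation luminescence | read-out = beta-arrestin recruitment to APJ as agonist activity, luminescent signal | control set = negative DMSO alone, positive Apelin-13 at 10 nM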
Mdm2-MdmX inh – inhibitors of human Mdm2/MdmX interaction; O15151+Q00987; SaOS-2 split-luciferase Mdm2/MdmX complementation, luminescence; inhibition, % at 8 µM; 3% of 330,000 active;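 active = inhibition of at least 50% at 8 µM in the primary screen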
tim10-1 inh – growth inhibitors of tim10-1 mutant yeast | S. cerevisiae tim10-1 ts strain growth, BacTiter-Glo, 24 h | inhibition, % at 20 µM | 2.2% of 330,000 active | AID 463190;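 active = inhibition of at least 40%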;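 note: mutant grown at 25 °C; 0% = DMSO wells with yeast and 100% = wells holding no yeast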
UPR CHOP act – apoptotic UPR (CHOP) activation. CHO-CHOP luciferase reporter, luminescence; percent of tunicamycin response over DMSO baseline. activation, % at 10 µM. AID 449763. 0.34% of 330,000 active;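 active = at 10 µM dose, activation of 40% or more, normalized to positive control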;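 note: 100% = tunicamycin at 10 µg/mL and 0% = DMSO alone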
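measured by = luciferase luminescence | assay system = CHO-CHOP cells, stable luciferase reporter of PERK-eIF2a-CHOP signalling | amount = 500 reporter cells seeded per well | timing = 6 h compound exposure at 37 °C after overnight seeding | controls = positive tunicamycin 10 µg/mL, negative DMSO alone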
XBP1 UPR activ – activators of adaptive arm of unfolded protein response (XBP1); activation, % at 20 µM; CHO-XBP1 luciferase reporter, IRE1-XBP1 UPR activation, luminescence; percent of tunicamycin response, DMSO as zero; 0.33% of 330,000 active;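 active = versus positive control, 20 µM dose yields 30% or more activation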;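 note: 100% = tunicamycin at 10 µg/mL and 0% = DMSO only wells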
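Signal: luciferase luminescence; Assay system: CHO-XBP1 luciferase reporter cells; Amount: one thousand reporter cells per well; Dosing: 20 µM single concentration, DMSO 1%; Benchmarks: high control tunicamycin 10 µg/mL final, low control DMSO vehicle only; Schedule: 6 h compound exposure at 37 °C, 5% CO2; Evaluation: percent activation relative to tunicamycin reference.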
* marks the source's active call; other numbers are inactive results. Not a hit list (roughly 8.2% active in at least one column).

SMILES	NR3A LBD binder	TIM10 inh	NLRP3 yeast inh	tim23-1 inh	APJ agonist	Mdm2-MdmX inh	tim10-1 inh	UPR CHOP act	XBP1 UPR activ
CCCNS(=O)(=O)c1ccc(OCC(=O)NCc2ccco2)cc1	0	-8	-7	-1	1	-16	6	-1.7	-2
CCCN(C(=O)C(NC(=O)c1ccccc1)C(C)C)c1c(N)n(Cc2ccccc2)c(=O)[nH]c1=O (centres undefined)	-1	8	16	3	-5	-15	-13	12	1
O=C(NCc1ccco1)C1CC(=O)N(c2ccc(F)cc2)C1 (centres undefined)	-2	-6	-7	3	-2	7	0	0.3	1
COc1ccc(NC(=S)Nc2ccc(OCc3ccccc3)cc2)cc1OC	0	4	24	3	-4	-1	4	14	-4
Cc1ccc(-c2nn3c(C)nnc3s2)cc1NC(=O)c1ccc(-c2cccc(Cl)c2)o1	-5	-15	12	-6	3	-3	-3	1.7	-1
O=C(Oc1ccc2c(c1)OCO2)c1ccc(F)cc1Cl	2	12	-13	35	-5	-27	32	2.0	3
COC(=O)c1ccc(Cn2nc(C)c(Cl)c2C)o1	-2	-28	33	-11	-3	-1	13	-1.6	2
CSCCC(NC(N)=O)C(=O)Nc1ccc(F)c(Cl)c1 (centres undefined)	0	-16	-10	4	-2	-4	11	-0.2	-1
CCOCCCNC(=O)CCS(=O)(=O)Cc1ccc(C)cc1	1	10	17	6	-1	-5	6	7.5	3
Cc1ccc(NC(=O)CCC(=O)c2cccs2)c(Br)c1	1	0	26	-10	-3	-18	-9	6.2	2
Cc1cc(C)c2nc(N3CCCN(C(=O)c4ccco4)CC3)c(C#N)cc2c1	3	23	6	37	-3	12	47*	0.4	0
O=C(c1cc(Sc2ccc(Cl)cc2)nc2ccccc12)N1CCN(c2ccccn2)CC1	1	34	-1	31	1	24	33	0.4	-3
CCOCCCNC(=O)Cn1cnc2c(cnn2-c2ccc(F)cc2)c1=O	-1	-5	11	0	1	-2	-1	-1.7	-2
CCC/C(=C1/c2ccccc2C(=O)N1c1ccccc1)c1ccc2c(c1)OCO2	3	-10	11	-25	-4	8	-13	0.4	-3
Cc1cc(C(=O)COC(=O)COc2ccccc2C#N)c(C)n1CC1CCCO1 (centres undefined)	-1	-1	9	9	-3	-7	10	4.9	2
O=C(CNC(=O)c1ccccc1Cl)NCC(c1cccs1)N1CCOCC1 (centres undefined)	1	-4	4	-10	-7	-17	-1	1.8	1
CC(Sc1nncn1C)C(=O)Nc1ccccc1-c1ccccc1 (centres undefined)	1	-5	-3	6	0	14	-7	-0.6	-1
CN1CCC(N(C)C(=S)NC(=O)c2cc(-c3cccc(Br)c3)nc3ccccc23)CC1	1	33	20	13	-3	28	26	-0.6	4
CCOC(=O)c1ccc(S(=O)(=O)NCCN2CCOCC2)cc1	-1	5	21	10	-1	-9	-10	1.7	-2
Cc1nc2ccccc2c(=O)n1/N=C/c1ccccc1F	1	3	3	28	-3	-7	16	5.8	-1
COc1ccccc1CNC(=O)Cc1ccc(OC)c(OC)c1	1	-2	15	1	-3	15	-5	-0.5	-3
CCOCCCNc1nc2c([nH]1)c(=O)n(C)c(=O)n2C	0	-7	1	12	0	-6	10	-0.5	-5
O=C(CCNC(=O)c1ccc([N+](=O)[O-])cc1)Nc1cccc(S(=O)(=O)N2CCOCC2)c1	-7	1	17	-2	7	-12	5	-0.6	2
COc1ccc2c(C(=O)CN3CCC(C)CC3)c[nH]c2c1	-2	-1	13	-4	1	-24	8	2.4	6
COCCNC(=O)C(c1ccccc1C)N(CCOC)C(=O)Cn1nnc2ccccc21 (centres undefined)	2	4	-2	7	0	11	3	0.5	0
O=C(CSc1ccccc1)Nc1ccc(NC(=O)c2ccco2)cc1	12*	19	9	13	1	-24	10	5.1	0
COCCN(C(=O)COC(=O)Cc1ccc(Cl)cc1Cl)c1c(N)n(Cc2ccccc2)c(=O)[nH]c1=O	0	11	18	13	-4	16	5	0.6	-3
CCC(Oc1ccccc1)C(=O)Nc1nc2ccccc2[nH]1 (centres undefined)	1	16	4	25	-8	0	34	2.9	-2
CCN(C[C@H]1N[C@@](Cc2ccccc2)(C(=O)OC)[C@H]2C(=O)N(C)C(=O)[C@@H]12)S(=O)(=O)c1ccccc1	1	-1	0	14	-1	11	20	-0.9	1
CC(Sc1ccccc1)C(=O)NCC(c1ccco1)N1CCCCC1 (centres undefined)	1	5	12	20	-7	-3	2	-1.2	-1

The list goes on; the last five above are carried over.
SMILES	NR3A LBD binder	TIM10 inh	NLRP3 yeast inh	tim23-1 inh	APJ agonist	Mdm2-MdmX inh	tim10-1 inh	UPR CHOP act	XBP1 UPR activ
O=C(CSc1ccccc1)Nc1ccc(NC(=O)c2ccco2)cc1	12*	19	9	13	1	-24	10	5.1	0
COCCN(C(=O)COC(=O)Cc1ccc(Cl)cc1Cl)c1c(N)n(Cc2ccccc2)c(=O)[nH]c1=O	0	11	18	13	-4	16	5	0.6	-3
CCC(Oc1ccccc1)C(=O)Nc1nc2ccccc2[nH]1 (centres undefined)	1	16	4	25	-8	0	34	2.9	-2
CCN(C[C@H]1N[C@@](Cc2ccccc2)(C(=O)OC)[C@H]2C(=O)N(C)C(=O)[C@@H]12)S(=O)(=O)c1ccccc1	1	-1	0	14	-1	11	20	-0.9	1
CC(Sc1ccccc1)C(=O)NCC(c1ccco1)N1CCCCC1 (centres undefined)	1	5	12	20	-7	-3	2	-1.2	-1
O=C(CSc1n[nH]c(-c2ccccc2)n1)Nc1ccccc1O	4	-5	10	6	-2	31	5	3.8	3
CSc1nc(N)c(C#N)c(-c2ccc(Cl)cc2)c1C#N	-3	-15	-11	20	-2	17	26	-3.7	-1
COCCn1c(C)c(C)c2c(NCCc3ccccc3)ncnc21	0	24	0	23	-3	46	21	-2.9	-9
CCOC(=O)N1CCC(N2Cc3cccc(C(=O)N4CC(C)CC(C)C4)c3C2=O)CC1 (centres undefined)	2	6	1	22	3	-19	10	-0.6	-2
CCOC(=O)c1sc(/N=C/N(C)C)c(C(=O)OCC)c1C	-1	-14	26	15	-7	13	-29	2.1	0
Cn1nccc1C(=O)N1CCOCC1	1	16	12	1	-1	12	-11	-1.9	-1
O=C(NC(Cc1c[nH]c2ccccc12)C(=O)O)c1ccco1 (centres undefined)	-1	-12	14	11	-2	11	3	-1.0	-3
CCc1ccc(NC(=S)N2CCCC2)cc1	0	1	23	17	-6	-23	4	8.9	1
COc1ccc(OC)c(NC(=S)NCc2cccnc2)c1	-3	-10	8	1	-1	30	15	0.0	1
Cc1cc(C(=O)NC(C)C2CC2)c(Cl)cc1Cl (centres undefined)	1	-19	22	4	-1	7	-29	1.1	-3
O=c1[nH][nH]c(-c2ccccc2O)c1C(C[N+](=O)[O-])c1ccc(Br)cc1 (centres undefined)	1	53*	33	62*	-1	54*	52*	17	3
C=CCNCCOCCOc1ccc(Cl)cc1C(C)(C)C	0	11	25	15	2	21	8	1.5	2
COc1ccc(OC)c(S(=O)(=O)N2CCC(C(=O)N3CCN(c4ccc(F)cc4)CC3)CC2)c1	1	13	15	24	0	35	19	1.6	-8
CN(C)CCNc1nc2sc3c(c2c(=O)n1Cc1ccccc1)CCCCC3	0	27	8	24	1	34	29	4.7	6
Cc1c(NC(=O)C(C)OC(=O)CNC(=O)c2ccccc2)c(=O)n(-c2ccccc2)n1C (centres undefined)	5	-1	21	14	-2	-8	12	-1.8	-1
COc1ccc(S(=O)(=O)N2CCCCC2)cc1NC(=O)C1CSC2(C)CCC(=O)N12 (centres undefined)	0	6	8	-2	-4	15	-9	-0.4	-4
Cc1ccccc1OCCCC(=O)NC1CCCCC1	1	1	31	11	-2	-8	6	1.0	0
C/C=C/Cn1c(Br)nc2c1c(=O)n(C)c(=O)n2C	1	5	8	13	2	-5	8	-0.7	3
CCSc1ccc(-c2cccc([N+](=O)[O-])c2)nn1	0	23	-9	11	-1	-64	24	4.9	0
O=C(c1ccc(S(=O)(=O)N2CCOCC2)cc1)N1CCN(C2=NS(=O)(=O)c3ccccc32)CC1	0	2	3	10	-4	-14	3	-1.0	-1
CC(NC(=O)COC(=O)CNC(=O)c1ccc(-c2ccccc2)cc1)c1ccccc1 (centres undefined)	-12	-2	20	16	3	0	11	-0.6	-2
CCN(CC(=O)NC1CCCCCC1)S(=O)(=O)c1ccccc1	-1	6	13	21	-2	9	25	-2.8	-7
O=[N+]([O-])c1ccccc1Nc1ccccc1	2	-3	15	-19	-4	9	0	-0.7	-3
C=CCC1(O)C(=O)Nc2ccccc21 (centres undefined)	0	2	5	6	-2	5	10	-2.3	-1
O=C(COC(=O)c1cc(S(=O)(=O)N2CCOCC2)ccc1F)Nc1c(Cl)cccc1C(F)(F)F	2	-3	22	7	9	9	-6	2.6	-5
CC1Cn2c(nnc2-c2cccc(Cl)c2)S1 (centres undefined)	0	-2	19	1	-6	4	-9	-2.5	-4
C/C(=N\NC(=O)c1cccc(Br)c1)c1ccc(Br)cc1	-20	-18	11	-22	-3	18	12	4.9	0
COc1ccc(NC(=O)CSc2nccn2Cc2ccco2)c(OC)c1	0	5	10	4	-7	-10	6	4.4	0
Cc1csc(C)[n+]1CC(=O)c1ccccc1	-3	1	13	-3	-2	13	-1	1.4	1
Cc1cccc(NC(=S)NCCc2ccc(Cl)cc2)c1C	-6	8	23	45	-2	13	14	2.1	-2
CN1CCN(C(=O)C2=C[C@H](c3ccc(C(F)(F)F)cc3)C[C@H](OCc3ccc(CO)cc3)O2)CC1	-2	5	12	17	5	20	4	-1.8	-1
CCOC(=O)c1cc(S(=O)(=O)NCCc2ccccc2)cn1C	0	8	6	5	-3	7	5	3.2	-2
Cc1cc(C(=O)N/N=C/c2ccccc2)c(C)o1	-1	-9	2	-6	-1	-7	-7	5.0	4
COc1ccc(NS(=O)(=O)c2cccc3nonc23)c(OC)c1	3	14	11	21	2	-4	23	2.0	-1
CCC(C)C(=O)Nc1nnc(SCC(=O)N2C(C)CCCC2C)s1 (centres undefined)	0	-8	6	15	0	2	14	-0.6	-4
Cn1c(=O)c2ccccc2n2c(=S)[nH]nc12	0	4	5	-3	2	11	-1	1.1	-7
O=[N+]([O-])c1ccc2nc(NS(=O)(=O)c3ccc(F)cc3)sc2c1	1	11	15	2	-4	-14	-28	0.4	-3
COc1ccc(-c2[nH]c(-c3ccc(SC)cc3)nc2SCC(=O)Nc2nccs2)cc1	6	-3	8	-16	-3	0	-3	1.5	3
Cc1n[nH]c(C)c1S(=O)(=O)N1CCN(c2ccccn2)CC1	-5	14	10	11	4	-13	20	-0.4	-3
O=C(/C=C/c1ccc(Cl)cc1)NCCN1CCOCC1	-5	-12	7	14	4	3	-2	0.8	2
CC(C)(C)CC(C)(C)NC(=O)c1ccc2snnc2c1	0	6	29	-2	-5	12	-4	0.4	-2
COc1ccc(N(C)S(=O)(=O)c2ccc(C)cc2)c([N+](=O)[O-])c1	0	3	15	44	-3	-5	28	1.2	-3
